V1aR counter: agonists of human V1a receptor, primary screen, counter-screen for OXTR agonist project, fluorescence, CHO-V1R cells; Vasopressin V1a receptor (Homo sapiens), P37288; Fluo-8 calcium fluorescence, agonist mode; 0% DMSO, 100% 3 nM vasopressin; activation, % at 3 µM; hit rate 0.25% among 320,000; AID 2797, 2010;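 active = activation above the mean activation of all tested compounds plus 3 SD, per screening run, cut at about 20% in these data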;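 also: signal is peak over basal fluorescence ratio across a 100 second FLIPR read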
OXTR potentiate: human OXTR potentiators, primary screen, fluorescence, CHO-OTR cells, Fluo-8 calcium. hit rate 0.061% among 320,000. activation, % at 3 µM. Fluo-8 calcium fluorescence, potentiator mode; 0% = oxytocin EC15, 100% = EC100. Oxytocin receptor (Homo sapiens), P30559;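 active = activation above that plate's cutoff, the mean activation of tested compounds plus 3 SD, cut at about 6.6% in these data, passing the limit was not always enough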;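 also: 100% uses oxytocin at 75 nM as the full agonist control; some results filed as inactive read as strong as hits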
Target sequence (P30559 whole entry, looked up): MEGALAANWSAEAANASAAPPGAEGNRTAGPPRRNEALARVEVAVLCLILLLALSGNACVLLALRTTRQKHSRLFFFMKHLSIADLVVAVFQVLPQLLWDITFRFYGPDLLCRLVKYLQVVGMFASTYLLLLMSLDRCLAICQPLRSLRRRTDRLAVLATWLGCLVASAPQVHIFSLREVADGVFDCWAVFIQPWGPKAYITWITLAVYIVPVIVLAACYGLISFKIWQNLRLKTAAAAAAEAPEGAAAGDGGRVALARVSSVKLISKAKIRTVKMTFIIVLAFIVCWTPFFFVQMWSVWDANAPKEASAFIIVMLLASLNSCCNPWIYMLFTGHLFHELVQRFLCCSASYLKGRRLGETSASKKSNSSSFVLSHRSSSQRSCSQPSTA
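test system = CHO-OTR cells, human receptor | compound = single-point 3.0 µM | schedule = 6 min compound pre-incubation at room temperature, 100 s kinetic read | signal = Fluo-8 no-wash calcium dye fluorescence, excitation 470-495 nm, emission 515-575 nm | repeats = single well per compound, singlicate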
GPR7 antagonist: GPR7 receptor antagonists, primary screen, cell-based, fluorescence, single concentration. Neuropeptides B/W receptor type 1 (Homo sapiens), P48145. GPR7-expressing cells, fluorescence antagonist assay. inhibition, % at 4.4 µM. hit rate 1.1% among 290,000; in the data active = inhibition above about 16%, passing the limit was not always enough;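 also: cells stimulated with the agonist NPW; 0% = agonist with vehicle and 100% = vehicle without agonist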
Target sequence (P48145 whole entry, looked up): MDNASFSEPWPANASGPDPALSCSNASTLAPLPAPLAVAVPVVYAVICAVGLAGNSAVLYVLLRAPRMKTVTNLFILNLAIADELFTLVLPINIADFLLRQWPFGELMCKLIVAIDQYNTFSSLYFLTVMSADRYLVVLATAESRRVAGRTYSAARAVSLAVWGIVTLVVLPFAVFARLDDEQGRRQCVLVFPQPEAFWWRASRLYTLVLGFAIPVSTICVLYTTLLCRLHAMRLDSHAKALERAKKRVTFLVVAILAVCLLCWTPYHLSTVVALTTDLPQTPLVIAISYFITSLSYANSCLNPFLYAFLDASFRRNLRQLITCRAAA
TAAR1 antagonist: human TAAR1 antagonists, primary screen, Fluo-8 calcium fluorescence, CHO RD-HGA16 cells; Trace amine-associated receptor 1 (Homo sapiens), Q96RJ0; antagonist; inhibition, % at 3 µM; hit rate 1.5% among 360,000; AID 624466, 2012;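 active = inhibition above a per-plate cutoff, the mean inhibition of test compounds on that plate plus 3 SD, cut at about 49% in these data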;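 also: 0% = DMSO plus EC80 beta-PEA response and 100% = DMSO alone without agonist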
Target sequence (Q96RJ0 whole entry, looked up): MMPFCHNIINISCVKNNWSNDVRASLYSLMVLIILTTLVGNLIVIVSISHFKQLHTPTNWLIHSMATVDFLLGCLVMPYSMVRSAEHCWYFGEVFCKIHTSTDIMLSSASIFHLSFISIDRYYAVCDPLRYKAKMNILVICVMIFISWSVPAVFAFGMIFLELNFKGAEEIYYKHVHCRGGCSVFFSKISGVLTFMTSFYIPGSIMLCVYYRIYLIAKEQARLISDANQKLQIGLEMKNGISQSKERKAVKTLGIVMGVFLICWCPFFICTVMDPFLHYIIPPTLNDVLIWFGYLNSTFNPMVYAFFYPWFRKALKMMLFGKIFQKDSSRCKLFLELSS
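System: CHO RD-HGA16 cells bearing hTAAR1. Reagent: EC80 β-phenethylamine stimulus. Schedule: seeding 17-24 h prior, 75-min 37 °C, 30-min RT dye loading. Signal: Fluo-8 intracellular calcium dye fluorescence, real-time kinetic reads. Read-out: % inhibition from peak post-agonist over basal fluorescence ratio. Benchmarks: vehicle wells and EC80 agonist wells. Replicates: n of 1.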
CHO-K1 Ca antag: M1 antagonist counterscreen hit in parental CHO-K1 cells; hit rate 0.6% among 360,000; ATP-induced calcium, Fluo-8 fluorescence; inhibition, % at 3 µM;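 active = inhibition above a per-plate cutoff, the plate's mean sample inhibition plus 3 SD, cut at about 24% in these data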;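 also: 0% = DMSO plus EC80 ATP and 100% = DMSO alone without ATP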
M1 PAM parental: nonselective calcium activators in parental CHO-K1 cells, primary screen, counter-screen for M1 PAM project, cell-based, Fluo-8 calcium fluorescence, full deck, 1536-well; ATP EC20; 0% at ATP EC20, 100% at ATP max; activation, % at 3 µM; hit rate 0.02% among 360,000;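 active = activation above the run cutoff, the mean activation of all test compounds plus 3 SD, cut at about 40% in these data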;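 also: peak over basal fluorescence ratio in a 140 s read after ATP addition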
OXTR agonist: human OXTR agonists, primary screen, fluorescence, CHO-OTR cells, Fluo-8 calcium. hit rate 0.32% among 320,000. Fluo-8 calcium fluorescence; normalized: DMSO 0%, oxytocin 100%. activation, % at 3 µM;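 active = activation above the mean of all tested compounds plus 3 SD, cutoff set per screening run, cut at about 20% in these data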;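 also: peak over basal fluorescence ratio from a 100 s FLIPR kinetic read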
M1 ag parental: counter-screen for M1 agonists: effect in parental CHO-K1 cells | activation, % at 3 µM | AID 602248, 2012 | Fluo-8 calcium fluorescence; scaled to maximal ATP response, vehicle zero | hit rate 0.48% among 360,000; in the data active = activation above about 15%;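 also: untransfected CHO-K1 host cells lacking M1 receptor as counterscreen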
CHO parental Ca: ATP-evoked calcium signal inhibitors, parental CHO, primary screen, counter-screen for OX1R antagonist project, cell-based, fluorescence, Fluo-8 calcium dye; parental CHO-K1, ATP-induced calcium, Fluo-8 fluorescence; inhibition, % at 5.6 µM; hit rate 0.63% among 330,000; AID 463079, 2010;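 active = inhibition above that plate's mean sample inhibition plus 3 SD, cut at about 26% in these data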;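 also: 0% = ATP-challenged DMSO wells and 100% = DMSO wells without ATP; some compounds past the cut are filed as inactive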
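Measured by: calcium-sensitive Fluo-8 fluorescence / Test system: CHO parental line / Controls: ATP-challenged DMSO wells low, unchallenged DMSO wells high / Measure: % inhibition / Compound: single nominal dose of 5.6 µM per compound / Replicates: single well per compound, no replicates / Reagent: ATP as calcium-mobilizing challenge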
Starred values were filed as active, the others as inactive; / = no result given.

Values run as follows: V1aR counter	OXTR potentiate	GPR7 antagonist	TAAR1 antagonist	CHO-K1 Ca antag	M1 PAM parental	OXTR agonist	M1 ag parental	CHO parental Ca
> C=CCOc1cccc(C2NC(=O)c3ccccc3O2)c1 (stereo unspecified)
→ 0.2	-10	0	-22	5	-19	-0.8	-0.2	-8
> CCOc1ccccc1NC(=O)CN1CCC(NC(=O)c2ccccc2)CC1
→ -0.1	3	-11	11	15	-4	-1.8	0.7	-16
> COc1ccc(CNC(=O)[C@@H](NC(=O)C2CCN(C(=O)[C@@H](N)CCSC)CC2)C(C)C)cc1
→ 0.0	-5	-13	-11	4	13	-0.2	0.3	-7
> Cc1ccccc1CN1CCCC(C(=O)N2CCCCC2)C1 (stereo unspecified)
→ 0.3	-10	-5	-13	-3	3	-0.3	0.2	-2
> O=C(COC(=O)COc1ccc(Cl)cc1)Nc1ncc(Br)s1
→ /	/	/	5	4	-2	/	1.7	/
> OC(COc1ccc(Cl)cc1)CN1CCC(Cc2ccccc2)CC1 (stereo unspecified)
→ 3.7	-8	2	8	-3	0	11	7.6	-7
> CCOC(=O)N1CCC(Nc2c([N+](=O)[O-])cc(C(=O)O)cc2[N+](=O)[O-])CC1
→ -1.1	-1	6	-11	2	3	0.1	6.4	1
> O=C(CCn1c(=S)oc2ccccc21)NC1CCCCCCC1
→ -0.8	-6	-17	-47	-12	2	0.2	0.1	-14
> CN(C)c1ccc(C(=O)Nc2nc3c(s2)CCCC3)cc1
→ 0.6	-8	-16	-4	13	3	-1.4	1.4	-1
> O=C(N/N=C\c1cccc(F)c1)c1ccc(-c2ccccc2)cc1
→ /	/	-20	57*	-13	6	/	0.7	/
> COc1cc(NC(=O)CC(C)S(=O)(=O)c2ccc3c(c2)NC(=O)CO3)cc(OC)c1OC (stereo unspecified)
→ 0.9	-5	-1	-24	-1	6	5.8	0.0	-1
> COc1ccccc1NC(=O)c1ccccc1NC(=O)c1cc(Cl)ccc1NC(=O)c1ccco1
→ 0.8	2	-3	12	9	0	0.1	0.0	-23
> COc1ccc2oc(C(=O)OCC(=O)Nc3cc(S(=O)(=O)N4CCOCC4)ccc3OC)c(C)c2c1
→ 1.5	-2	/	8	-9	9	-0.7	0.4	-9
> CC[C@]12c3[nH]c4ccc(OC)cc4c3CCN1C(=O)C(CC(=O)NCc1ccco1)C[C@@H]2C(=O)N1CCN(C(=O)C2CC2)CC1 (stereo partly specified)
→ /	/	/	-25	-11	18	/	0.6	-3
> COc1cc(/C=C/C(=O)O)ccc1OCc1ccc([N+](=O)[O-])cc1
→ 1.2	-16	4	6	7	-11	-0.5	0.3	-2
> CC[n+]1c(C)sc2cc(C)ccc21
→ 0.5	-2	-7	-14	-10	25	-1.2	0.8	-3
> COc1ccc(C(C(=O)NC2CCCCC2)N(C(=O)Cc2c[nH]c3ccccc23)c2ccc(NC(C)=O)cc2)cc1OC (stereo unspecified)
→ -0.5	-3	-15	7	1	-2	-0.2	-0.2	-19
> Cc1ccc(NC(=O)C(C)N=C2NS(=O)(=O)c3ccccc32)cc1 (stereo unspecified)
→ -0.7	5	-8	-6	-5	-2	0.6	-0.3	-7
> Cc1ccc(-n2c3nc(=O)[nH]c(=O)c-3cc3cc([N+](=O)[O-])ccc32)cc1C
→ 0.9	-4	-1	0	-1	11	-0.1	0.2	-9
> CC(C)(C)OC(=O)N/N=C/c1cccn1-c1ccc([N+](=O)[O-])cc1
→ -0.4	-2	-14	23	-7	7	-1.7	4.2	-10
> CC(C)(C)c1ccc(C(=O)OCc2c(-c3ccccc3)ncc3ccccc23)cc1
→ 3.6	-5	/	-45	6	-9	0.7	-0.5	-17
> S=C(c1cn(Cc2ccc(Br)cc2)c2ccccc12)N1CCOCC1
→ 0.0	-13	5	3	5	-6	-1.3	-0.5	-12
> CCc1cccc(C)c1NC(=O)CSc1nnc(-c2cc3cc(Br)ccc3o2)n1CC
→ -0.5	-6	-2	-1	-2	9	-2.2	0.0	-24
> CCOC(=O)C1CCCN(c2c(Nc3ccc(C)c(C)c3)c(=O)c2=O)C1 (stereo unspecified)
→ 0.0	-6	-6	-3	-3	17	-0.7	0.0	2
> CCN(CC)S(=O)(=O)c1ccc(O)c(C(=O)OCC(=O)Nc2cc(C)c(C)cc2[N+](=O)[O-])c1
→ -0.1	-6	-18	-40	-10	6	-0.6	0.7	1
> C=C1[C@@H](OC(C)=O)CC[C@]2(C)[C@@H]1C[C@@H]1C[C@H](OC(C)=O)C(C)=C([C@@H](OC(C)=O)[C@@H]2OC(C)=O)C1(C)C
→ -1.0	12	/	12	-6	7	-2.3	-0.5	-27
> COc1cc(/C=C2\C(=O)N(c3cccc(C(=O)O)c3)N=C2C)ccc1OCc1ccccc1
→ /	/	/	-24	-1	-10	/	0.0	/
> COc1ccc(N2CC(C(=O)Nc3nnc(Cc4ccccc4)s3)CC2=O)cc1 (stereo unspecified)
→ 2.4	3	-1	-26	-19	12	1.7	2.4	-20
> Cc1ccc2cc(CCl)c(Cl)nc2c1
→ -0.7	-12	-15	-10	-3	3	-0.4	0.2	-8
> Cc1ccc(NC(=O)c2ccc(S(=O)(=O)N3CCCCC3)cc2)nc1
→ 1.1	-2	/	-11	-10	7	0.9	1.4	-16
> Nc1ccn(Cc2ccccc2)n1
→ 0.5	-12	-19	-16	1	7	0.1	-0.4	-25
> CC(=O)NC(c1ccccc1)c1nc(-c2ccccc2C)cs1 (stereo unspecified)
→ /	/	/	-13	-12	8	/	1.2	/
> Cc1ccc(NC(=O)C2CCC(C(C)(C)C)CC2)cc1S(=O)(=O)N1CCOCC1 (stereo unspecified)
→ -0.5	-9	/	18	-12	-4	1.7	-0.2	-23
> COc1cccc(NC(=O)C2CC(=O)N(Cc3ccco3)C2)c1 (stereo unspecified)
→ 0.1	0	/	-6	-8	1	0.4	0.3	-7
> CN(c1ccccc1)S(=O)(=O)c1nnc(NC(=O)c2ccco2)s1
→ 0.4	1	-2	-35	0	22	-1.2	1.2	-19
> CCN(c1cccc(C)c1)S(=O)(=O)c1ccc2c3c(cccc13)C(=O)N2
→ -0.5	-17	-15	54*	28*	-8	-1.9	0.7	-19
> CNC(=O)c1ccc(CN(C)C(=O)c2cccc(S(=O)(=O)N3CCc4ccccc4C3)c2)cc1
→ /	/	/	-28	-18	25	/	2.1	/
> O=C(/C=C/c1cccc(F)c1)NCc1ccc2c(c1)OCO2
→ 3.0	-9	8	-2	-9	-1	0.8	0.6	-4
> COc1ccc(CC(=O)NCC(=O)N=Nc2c(O)[nH]c3ccccc23)cc1
→ 0.9	0	8	3	0	-4	2.2	0.1	2
> Cc1ccc(-c2nc3ccccc3o2)cc1NC(=S)NC(=O)c1cc2ccccc2o1
→ -0.2	-3	-5	-1	-10	17	-0.6	0.5	-19
> CN(C)C(=O)c1cccc(-c2ccc3nncn3c2)c1
→ /	/	/	-14	11	9	/	0.2	/
> COc1ccc2c(C)cc(SCC(=O)Nc3cccnc3Cl)nc2c1
→ -0.2	-1	-13	-19	5	9	-1.7	0.3	-16
> CSc1cccc(NS(=O)(=O)c2cccs2)c1
→ 0.4	-5	-1	-12	-16	15	-1.1	0.4	-6
> C=CCn1c(SCC(=O)C(C)(C)C)nnc1-c1cccs1
→ 0.0	-3	-8	8	-10	11	0.7	0.7	-4
> CCCN(CCC)CCCNC(=O)c1cc2c(=O)[nH]c3ccccc3c2n1C
→ 0.9	-1	-15	-1	-8	19	-0.1	0.2	-13

Part of the list above in a different format:
structure,V1aR counter,OXTR potentiate,GPR7 antagonist,TAAR1 antagonist,CHO-K1 Ca antag,M1 PAM parental,OXTR agonist,M1 ag parental,CHO parental Ca
COc1ccc(CC(=O)NCC(=O)N=Nc2c(O)[nH]c3ccccc23)cc1,0.9,0,8,3,0,-4,2.2,0.1,2
Nc1ccn(Cc2ccccc2)n1,0.5,-12,-19,-16,1,7,0.1,-0.4,-25

The list continues:
Values run as follows: V1aR counter	OXTR potentiate	GPR7 antagonist	TAAR1 antagonist	CHO-K1 Ca antag	M1 PAM parental	OXTR agonist	M1 ag parental	CHO parental Ca
> CC1(C)Cc2c(sc3c2c(=N)n(Cc2ccco2)c(=O)n3Cc2ccccc2)CO1
→ 0.1	-1	-17	-14	-11	11	-0.8	-0.4	-22
> CC(CCN1CCC(CN2C(=O)C(=O)NC[C@@H]2Cc2ccccc2)CC1)c1ccccc1 (stereo partly specified)
→ /	/	/	5	-14	24	/	1.1	/
> C=CCc1ccc(OCC(O)CN2CCN(c3ccccc3OC)CC2)c(OC)c1 (stereo unspecified)
→ 7.5	-13	1	1	-6	10	1.1	5.5	-27
> COc1cc(CC(=O)OCC(=O)c2ccc(F)cc2)cc(OC)c1OC
→ -0.4	-7	/	-33	4	22	0.6	0.3	-10
> O=C1c2cccnc2C(=O)N1Cc1cccs1
→ -0.3	-6	0	-30	-11	19	-0.3	-0.1	-1
> COc1cccc(NC(=O)CCCn2c(=S)[nH]c3ccccc3c2=O)c1
→ -0.5	-1	17	8	-5	14	-2.3	1.7	-18
> Cc1cc(Br)ccc1NC(=O)CNC(=O)c1ccc(-n2cncn2)c([N+](=O)[O-])c1
→ 0.4	-3	/	-19	2	16	-0.3	1.5	-16
> CC(C)(C)S(=O)(=O)Cc1nc(-c2ccc(Cl)c(Cl)c2)cs1
→ 4.4	-15	-15	-5	5	-13	3.1	3.4	-4
> Cc1cccc(OCC(=O)Nc2ccc(NC(=O)c3ccccc3)cc2)c1
→ 0.4	0	-10	2	0	0	-0.1	0.3	5
> CCCS(=O)(=O)NC(=O)C1(C)CCCN(C(=O)c2cc(C)on2)C1 (stereo unspecified)
→ /	/	/	-12	1	18	/	0.8	/
> CN(C)C(CN=C1NS(=O)(=O)c2ccccc21)c1ccco1 (stereo unspecified)
→ 0.9	2	-16	15	-6	8	-0.1	0.4	-8
> COc1ccccc1CN(C)C(=O)c1cccc(S(=O)(=O)N2CCN(Cc3ccccc3)CC2)c1
→ 4.0	-11	/	18	15	-34	0.8	1.4	-35
> CCC(c1nnnn1C(C)(C)CC)N(CCCO)Cc1cc2cc(C)cc(C)c2[nH]c1=O (stereo unspecified)
→ /	/	-7	-16	-8	20	/	0.1	/
> CS(=O)(=O)Nc1nnc(SCC(=O)N(c2ccccc2)c2ccccc2)s1
→ 0.1	3	-10	-13	6	15	0.7	0.4	-4
> NC(=O)CSc1nnc(NC(=O)C2CC(=O)N(c3ccc(F)cc3)C2)s1 (stereo unspecified)
→ -0.2	-8	-1	-11	-1	-3	0.1	0.8	-3

High-throughput results deposited in PubChem by The Scripps Research Institute Molecular Screening Center.
